Screening data (PubChem BioAssay)
IL-1B inflam inh: qHTS for Inhibitors of Inflammasome Signaling: IL-1-beta AlphaLISA Primary Screen; THP-1 LPS/ATP IL-1B secretion, AlphaLISA, 16 h; hits give low values; activity change, % at 57.5 µM; 360,000 compounds, 4.7% hits; AID 743279, 2014; in the data active = activity change below about -50%; inconclusive = mostly about -30% to -49%; note: % is set by controls: 0 for no effect and ±100 for the full control effect
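Secreted IL-1B measured by AlphaLISA bead assay after 16 h compound exposure of THP-1 cells; compounds (final up to 57.5 uM) added 1 h before LPS (250 ng/mL) and ATP (1.25 mM) stimulation; lower signal means less secretion.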
KB-V1 MDR tox: qHTS assay for MDR1-selective chemotherapeutics: Primary screen using the drug-selected MDR subline cells KB-V1 | KB-V1 MDR cells viability, CellTiter-Glo, 72 h | Potency, µM (top dose mostly 46.1 µM), inactives show top-dose activity change, negative = cytotoxicity, most hits filed as cytotoxic | 400,000 compounds, 3.4% hits | AID 1347076, 2019; note: potency is the fitted concentration of half-maximal effect; % is set by controls: 0 for no effect and ±100 for the full control effect; nearly all actives have a fitted effect of over 60% in size
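Cytotoxicity toward P-gp-expressing KB-V1 cells was determined as loss of CellTiter-Glo luminescence after 72 h at 37 degrees C. Compounds were tested in quantitative HTS format across a concentration range, with curves fitted to normalized data.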
HT1080NT lethal: qHTS for induction of synthetic lethality in tumor cells producing 2HG: qHTS for the HT-1080-NT fibrosarcoma cell line. HT-1080-NT fibrosarcoma viability, CellTiter-Glo ATP luminescence, 48 h. Potency, µM (doses to about 46.1 µM), for inactives: at the highest dose activity, negative = less viability, hits mostly cytotoxic. 360,000 compounds, 1.6% hits. AID 686970, 2013;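 note: NT is the 2HG producing partner of a matched IDH1 knockdown line; potency is the fitted concentration of half-maximal effect; 0% = DMSO-treated cells and -100% = media-only wells without cells; nearly all actives have a fitted effect of over 55% in size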
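Read-out is CellTiter-Glo luminescence after 10 minutes at room temperature, following 48 hours' compound treatment of HT-1080-NT cells (750 cells/well, RPMI, 5% FBS, 37 degrees C).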
HT1080 IDH1KD tx: qHTS for induction of synthetic lethality in tumor cells producing 2HG: qHTS for the HT-1080-IDH1KD cell line. HT-1080 IDH1 knockdown viability, ATP luminescence, 48 h. Potency, µM (highest dose often 46.1 µM), for the others: at the highest dose activity, negative = toxicity, usual class: cytotoxic. 360,000 compounds, 2% hits. AID 686971, 2013;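 note: potency is the fitted concentration of half-maximal effect; 0% = DMSO wells and -100% = cell-free medium wells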
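CellTiter-Glo luminescence after 48 h compound exposure at 37 degrees C of IDH1-knockdown HT-1080 cells in 5% FBS RPMI. %Activity scaled between DMSO wells and cell-free media wells, with curves fitted and assigned curve classes.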
KB-3-1 tox: qHTS assay for MDR1-selective chemotherapeutics: Primary screen using the parental adenocarcinoma cell KB-3-1; KB-3-1 viability, CellTiter-Glo ATP luminescence, 72 h; Potency, µM (titrated, usually from 46.1 µM), for inactives: at the highest dose activity change, negative = cytotoxic, hits mostly cytotoxic; 400,000 compounds, 1.4% hits; AID 1347075, 2019; note: potency is the fitted concentration of half-maximal effect; % is set by controls: 0 for no effect and ±100 for the full control effect; nearly all actives have a fitted effect of over 60% in size
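Cells are dispensed, compounds pinned in, plates held at 37 °C for 72 h, then CellTiter-Glo is added and luminescence read after 10 minutes. Cell line: parental KB-3-1 in phenol-red-free DMEM, 10% FBS.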
ATXN viability: Viability Counterscreen for Primary qHTS for Inhibitors of ATXN expression; S2 cells (HEK-293 line with an ATXN2-luciferase reporter) viability, CellTiter-Fluor protease fluorescence, 24 h; Potency, µM (titrated, usually from 56.7 µM), most hits filed as cytotoxic; 400,000 compounds, 0.49% hits; note: potency is the fitted concentration of half-maximal effect; nearly all actives have a fitted effect of over 40% in size
MCF10A rerep: A quantitative high throughput screen for small molecules that induce DNA re-replication in MCF 10a normal breast cells. MCF 10A DNA re-replication, Hoechst nuclear intensity, 48 h. Potency, µM (series often up to 46.1 µM), inactives show top-dose activity, positive = re-replication, most hits filed as activators. 350,000 compounds, 2.9% hits. AID 624296, 2012; note: potency is the fitted concentration of half-maximal effect; % of control where 0% means no effect; nearly all actives have a fitted effect of over 50% in size
SW480 rerep: A quantitative high throughput screen for small molecules that induce DNA re-replication in SW480 colon adenocarcinoma cells; SW480 DNA re-replication, Hoechst DNA content imaging, 48 h; Potency, µM (series often up to 46.1 µM), for inactives: top-dose re-replication activation, usual class: activators; 340,000 compounds, 1.8% hits; note: potency is the fitted concentration of half-maximal effect; % of control where 0% means no effect; nearly all actives have a fitted effect of over 55% in size
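Cells (250 per well) received 23 nL compound or DMSO by pin tool and were kept 48 hr at 37 C, 5% CO2. Nuclei were then stained with Hoechst for 40 min and scanned for DNA content.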
ATXN2 expr inh: Primary qHTS for Inhibitors of ATXN expression; 360,000 compounds, 0.72% hits; Potency, µM (highest dose often 57 µM), without a hit: at the highest dose activity change, negative = inhibition, hits mostly inhibitors; AID 1745845, 2022; HEK-293 ATXN2-luciferase reporter, luminescence, 24 h; note: potency is the fitted concentration of half-maximal effect; % is set by controls: 0 for no effect and ±100 for the full control effect; nearly all actives have a fitted effect of over 55% in size
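ATXN2-luciferase reporter cells (luciferase flanked by upstream and downstream ATXN2 gene portions) were treated 24 h at 37 °C with compounds at up to 57 uM. SteadyGlo luminescence gave expression; GF-AFC fluorescence gave viability.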
Starred values were filed as active, the others as inactive; i = inactive; ? = inconclusive; / = not tested or not shown; & = joins results of further samples; ! = a repeat was not active; [ ] = remark or other dose. Unless noted, calls come from the whole dose curve; as a rule, active = well fitted curve in the direction sought with a large enough effect; inconclusive = small, poorly fitted or top-dose-only effect, or another doubt; inactive = no such curve, though single readings can be large; an effect the other way counts as inactive or inconclusive.

SMILES | IL-1B inflam inh | KB-V1 MDR tox | HT1080NT lethal | HT1080 IDH1KD tx | KB-3-1 tox | ATXN viability | MCF10A rerep | SW480 rerep | ATXN2 expr inh
CCOC(=O)c1c(CN2CCCCC2)oc2ccc(OC)cc12 | 13&-5 | 9.2µM*! | -5%&-12% | -15%&-16% | -11%&-7% | i | 20%&18% | -3%&-24% | ?
COCCn1c(SC(C(=O)Nc2cc(C)ccc2OC)c2ccccc2)nnc1-c1ccc(Cl)cc1 (stereo not given) | 14 | 5% | -3% | -2% | 5% | i | 22% | ? | 2%
NS(=O)(=O)c1ccc(C(=O)O)cc1 | 4 | 9% | 2% | -2% | 0% | i | -4%&1% | -7%&1% | -9%&10%
Cc1cccc(NC(=O)COc2ccc(Br)cc2C)n1 | -4 | -17% | 13% | 11% | -1% | i | -2% | -3% | 66%[activator]
Cc1ccc(NS(=O)(=O)c2ccc(C)c(C(=O)N3CCOCC3)c2)cc1 | 30 | -19% | -2% | -23% | 0% | i | 4% | -10% | 2%
C=CCn1c(-c2cccnc2Cl)nc2ccccc21 | -12 | -13% | 4% | 3% | -8% | i | -10% | -6% | -7%[11.3 µM]
O=S(=O)(NCc1ccccc1)c1cccc(S(=O)(=O)N2CCOCC2)c1 | 32 | -22% | -7% | -6% | -4% | i | 831%[0.0737 µM] | ? | -2%
CNc1nc(NC)nc(-n2c(C(F)(F)F)nc3ccccc32)n1 | -10 | -29% | 0% | -26% | -22% | i | 27% | -2% | -13%
COc1ccc(N2CCN(C3CCCN(Cc4ccccc4OCCO)C3)CC2)cc1 (stereo not given) | 12 | -13% | 1% | 13% | -6% | i | ? | ? | 6%
COc1ccc(-c2c(-c3cc(OC)cc(OC)c3)n(C)c3ccc(-c4ccc(S(N)(=O)=O)cc4)cc23)cc1 | -54* | ? | -7% | -24% | -23% | i | ? | 2% | -29%
CC(C)c1ccc(Nc2nnc(SCC(=O)NCC3CCCO3)s2)cc1 (stereo not given) | 11 | / | 6% | -16% | / | i | -1% | -5% | 29%
O=C1CSC(=S)N1Cc1cccnc1 | -84* | 2.9µM* | ? | ? | 4.6µM* | ? | 3.3µM* | 25% | ?
CCCOc1ccc(NC(=O)C2CC(=O)N(C)C(=Nc3cccc(OC)c3)S2)cc1 (stereo not given) | 0 | -11% | 26% | 1% | -12% | i | ? | ? | -21%
COc1ccccc1C(=O)Nc1ccc(S(=O)(=O)N2CCCC2)cc1 | -12 | 18µM* | -16% | 7% | 3% | i | 2% | -1% | -1%
CCCC(=O)c1ccc(N2CCN(C(=O)c3cccs3)CC2)c(F)c1 | -15 | -16% | -4% | 1% | -15% | i | 21% | 4% | 3%
N[C@@H](CO)c1cn([C@@H](Cc2cc3ccccc3[nH]2)C(=O)N2CCNCC2)nn1 | 35 | -10% | -3% | 6% | -18% | i | 6% | -4% | 4%
CCOC(=O)C1CCN(S(=O)(=O)c2cc(Br)cc3c2N(C(=O)CC)CC3)CC1 | / | 23% | / | / | -4% | i | / | / | 0%
CC1CN(C(=O)C2CCCN2S(=O)(=O)c2ccc(Cl)cc2)CC(C)O1 (stereo not given) | 12 | -21% | 6% | 2% | 1% | i | 2% | 1% | 2%
CCCCS(=O)(=O)NC1=NCN(CCOC(=O)c2ccccc2)CN1 | 47 | 4% | 21% | 7% | -1% | i | 2% | 0% | -4%
O=C(Nc1ccccc1)C1CCN(S(=O)(=O)c2ccc3c(c2)OCCO3)CC1 | -2 | 2% | -13% | -11% | -9% | i | -1% | 87% | -7%
COc1ccccc1C(c1nnnn1Cc1ccco1)N1CCN(c2cccc(C)c2C)CC1 (stereo not given) | ? | ? | -24% | ? | ? | i | 14% | 24% | ?
Cc1cc(Br)cn2c(Cc3cccc(Cl)c3)c(-c3cccc(Cl)c3)nc12 | 9 | 9% | -5% | -1% | -11% | i | / | / | 0%
O=C(CN1CCC(n2nnc3cc(C(F)(F)F)ccc32)CC1)NNC(=O)c1ccco1 | -6 | ? | -2% | -2% | 0% | i | -2% | -15% | /
CCOc1ccc(NC(=O)CN2CCN(CC(=O)Nc3ccc(C(=O)OC)cc3)CC2)cc1 | -9 | 10% | 0% | -1% | -8% | i | 2% | -4% | -3%
C=C1c2cccc(C(F)(F)F)c2O[C@H](C(=O)OCC)[C@H]1OC | 10 | -1% | 0% | -2% | 0% | i | -4% | -29% | -5%

As entered above.
Result for CNc1nc(NC)nc(-n2c(C(F)(F)F)nc3ccccc32)n1 in KB-V1 MDR tox: -29%
Result for Cc1ccc(NS(=O)(=O)c2ccc(C)c(C(=O)N3CCOCC3)c2)cc1 in ATXN2 expr inh: 2%
Result for Cc1cc(Br)cn2c(Cc3cccc(Cl)c3)c(-c3cccc(Cl)c3)nc12 in IL-1B inflam inh: 9

In the list so far, 3 contain a CF3 group:
SMILES | IL-1B inflam inh | KB-V1 MDR tox | HT1080NT lethal | HT1080 IDH1KD tx | KB-3-1 tox | ATXN viability | MCF10A rerep | SW480 rerep | ATXN2 expr inh
CNc1nc(NC)nc(-n2c(C(F)(F)F)nc3ccccc32)n1 | -10 | -29% | 0% | -26% | -22% | i | 27% | -2% | -13%
O=C(CN1CCC(n2nnc3cc(C(F)(F)F)ccc32)CC1)NNC(=O)c1ccco1 | -6 | ? | -2% | -2% | 0% | i | -2% | -15% | /
C=C1c2cccc(C(F)(F)F)c2O[C@H](C(=O)OCC)[C@H]1OC | 10 | -1% | 0% | -2% | 0% | i | -4% | -29% | -5%

Further records follow.
SMILES | IL-1B inflam inh | KB-V1 MDR tox | HT1080NT lethal | HT1080 IDH1KD tx | KB-3-1 tox | ATXN viability | MCF10A rerep | SW480 rerep | ATXN2 expr inh
O=c1oc(Nc2ccc(F)cc2)nc2ccccc12 | -16 | 0% | 7% | 2% | -1% | i | 0% | -1% | 16%
Cc1c(-c2ccccc2Br)nc2ccccc2c1C(=O)O | 0 | -1% | 5% | 14% | 6% | ? | -4% | -7% | -25%
CC(C)N1CC2(CC(c3ccccc3F)=NO2)CN1C(=O)c1ccco1 (stereo not given) | 14 | -26% | 14% | 9% | 12% | i | / | / | 23%
Cc1ccc(NC(=O)CCn2nc(C)c3c(C)n(-c4ccccc4)nc3c2=O)cc1Cl | / | 3% | / | / | -11% | i | / | / | 4%
O=S1(=O)C[C@@H](N2CCOCC2)[C@H](N2CCOCC2)C1 | -13 | 10% | 14% | 10% | -3% | i | -9% | -3%[9.22 µM] | -2%
O=C(NCc1ccc(Cl)cc1)c1ccc(CNc2c(N3CCOCC3)c(=O)c2=O)cc1 | 0 | -2% | -1% | 22% | -5% | i | 5% | -3% | -3%
COc1ccccc1OCC(=O)Nc1nc(C)c(C)s1 | 8 | ? | -19% | -7% | 10% | i | 0% | 0% | 6%
Cc1nc2sc3c(c2c(=O)o1)CCCC3 | 31 | 0% | -4% | 0% | 5% | i | -10% | -12% | 22%
CN(C/C(O)=C(\C#N)c1ccccc1)C1CCCCC1 | 5 | 28% | 8% | 8% | 1% | i | 17% | -2% | 4%
CC1(C)N=C(N)N=C(N)N1c1ccc(OCC(=O)N2CCOCC2)cc1 | -12 | 18% | 23µM* | 6.5µM* | ? | i | / | / | /
Cc1ccc(CNC(=O)C2COc3ccccc3C2)cc1 (stereo not given) | / | -23% | / | / | -7% | i | / | / | 6%
O=C(O)C(C=C(Cl)Cl)N1CCOCC1 (stereo not given) | 1 | -2% | 3% | -4% | ? | i | -2% | -17% | 2%
CCOC(=O)c1c(NC(=O)CN2C(=O)NC3(CCCCCC3)C2=O)sc(C)c1-c1ccc(C)cc1 | -9 | ? | -25% | ? | -5% | i | ? | -1% | -15%
O=C(NCCc1ccccc1)C1CCN(C(=O)NCc2ccccc2)CC1 | 4 | 2% | 7% | 14% | 8% | i | -1% | 8% | 0%
Cc1cc([N+](=O)[O-])nn1Cc1noc(C(=O)NCc2ccc3c(c2)OCO3)n1 | 16 | ? | -11% | -11% | ? | i | 6% | -13% | -1%
CCOC(=O)C1=C(C)NC(=O)NC1c1ccccc1Cl (stereo not given) | 20 | -26% | 5% | 0% | 19% | i | -6% | 0% | 4%
CC(=O)Nc1ccc(S(=O)(=O)N2CCC(NC(=O)C(Cc3ccccc3F)NC(C)=O)CC2)cc1 (stereo not given) | 14 | 0% | 0% | 2% | 17% | i | -7% | -2% | 5%
C/C(=N\NC(=O)Cn1ccc(C(F)(F)F)n1)c1ccc2c(c1)OCO2 | -6 | -22% | 6% | 3% | -6% | i | 7% | -3% | -17%
CCOc1c(Br)cc(/C=C2/SC(=O)N(CC(=O)N3CCCC3)C2=O)cc1OC | 5 | -21% | 14% | 14% | 24% | i | -6% | 8% | -23%
CCCOc1ccc(-c2c(C(=O)N/N=C/C3CCCCC3)nnn2-c2nonc2N)cc1 | 8 | 5% | 2% | 0% | 1% | i | 5% | -4% | /

In the list so far, these contain an aryl thioether with sulfur outside any ring.
SMILES | IL-1B inflam inh | KB-V1 MDR tox | HT1080NT lethal | HT1080 IDH1KD tx | KB-3-1 tox | ATXN viability | MCF10A rerep | SW480 rerep | ATXN2 expr inh
COCCn1c(SC(C(=O)Nc2cc(C)ccc2OC)c2ccccc2)nnc1-c1ccc(Cl)cc1 (stereo not given) | 14 | 5% | -3% | -2% | 5% | i | 22% | ? | 2%
CC(C)c1ccc(Nc2nnc(SCC(=O)NCC3CCCO3)s2)cc1 (stereo not given) | 11 | / | 6% | -16% | / | i | -1% | -5% | 29%

This is a random part of the collection (roughly 11% active in at least one column).
